# Assay outcomes (PubChem BioAssay)
# IEC-6 tox: IEC-6 cytotoxicity, counter-screen for KLF5 inhibitors | luminescence viability | inhibition, % at 5 µM | 290,000 tested, 0.78% active | AID 1825; in the data active means inhibition above about 22%;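 further: 0% = plate median of test compound wells and 100% = cytotoxic reference compound wells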
# aSyn 5UTR inh: 5' untranslated region of α-synuclein, MLPCN primary screen | 300,000 tested, 0.82% active | inhibition, % (tested at 7.5 µM) | alpha-synuclein 5'UTR reporter, inhibitor activity | AID 1813; in the data active means inhibition above about 60%;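 further: H4 neuroglioblastoma cells stably carrying SNCA 5'UTR luciferase fusion; 0% = DMSO wells and 100% = positive control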
# HSF-1 act: increases HSF-1 driven luciferase reporter signal | 300,000 tested, 1.7% active | activation, % at 9 µM | NIH3T3-HGL HSF-1 luciferase reporter, MG132, 8 h; 100% = twice DMSO control signal;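 active means mean replicate activation of at least 50% with a set share of replicates each reaching 50%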;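 further: 0% = median of the neutral control wells and 100% = twice that signal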
# AI-2 QS modul: modulates the Vibrio harveyi AI-2 quorum sensing system; Vibrio harveyi JMH597 AI-2 luminescence/OD600 ratio, 9 h; active compounds read low; strain lacks LuxN and CqsS sensors; 0 = neutral-control median; activity change, % at 7.5 µM; 300,000 tested, 0.4% active; in the data active means activity change below about -75%, passing the limit was not always enough;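 further: luminescence divided by OD600 gain over 9 h not by final OD600 alone; inactives centre near 13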
# KLF5 inhibitor: inhibitors of KLF5 expression | inhibition, % at 5 µM | DLD-1 KLF5 promoter-luciferase reporter, luminescence | AID 1700 | 290,000 tested, 0.23% active;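 active means inhibition above a per-plate limit of that plate's mean compound inhibition plus 3 SD, cut at about 60% in these data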;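 further: 0% = DMSO wells and 100% = LY294002 at 200 µM; higher means less KLF5 promoter-driven luciferase light; inactives centre near -14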
# HIF activator: HIF pathway transcriptional activation. U2OS HRE-luciferase reporter, luminescence; normalized: DMSO 0%, desferrioxamine 100%. 300,000 tested, 0.32% active. activation, % at 7.5 µM (by protocol);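 active means mean activation of at least 10% of the iron chelator positive control signal, with at least half of replicates also reaching 10%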
# GSK3beta inhib: inhibitors of human GSK3beta kinase. P49841. GST-GSK3beta kinase, ADP-Glo luminescence, 60 min; active compounds read low. 300,000 tested, 0.038% active. activity score (negative = inhibition), % at 10 µM;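 active means more than half of replicate wells score below -50%, meaning over 50% inhibition versus plate controls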;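 further: 0% = median DMSO wells and -100% = median GW8510 positive control wells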
# Target sequence (P49841 whole entry, looked up): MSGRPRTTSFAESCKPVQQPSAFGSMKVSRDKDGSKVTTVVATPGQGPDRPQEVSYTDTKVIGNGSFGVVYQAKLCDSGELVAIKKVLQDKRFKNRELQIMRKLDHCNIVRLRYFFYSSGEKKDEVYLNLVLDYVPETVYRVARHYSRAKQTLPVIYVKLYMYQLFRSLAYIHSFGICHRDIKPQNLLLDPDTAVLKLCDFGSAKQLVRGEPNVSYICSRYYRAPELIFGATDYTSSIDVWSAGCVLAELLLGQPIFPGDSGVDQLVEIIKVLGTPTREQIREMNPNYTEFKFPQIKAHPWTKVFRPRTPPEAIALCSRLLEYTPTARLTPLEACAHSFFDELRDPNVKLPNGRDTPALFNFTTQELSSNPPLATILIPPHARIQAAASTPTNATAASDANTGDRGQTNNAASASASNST
#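 Assay system: GST-tagged human GSK3beta kinase, cell-free; Input: 1.6 ng GSK3beta; Medium: Tris/MgCl2 kinase buffer; Timing: 60 min enzyme reaction, room temperature; Signal: ADP-Glo luminescence quantifying ADP generated by kinase; Evaluation: score relative to plate controls; Benchmarks: DMSO neutral wells and GW8510 at 20 µM as positive.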
# GSK3A inh: blocks human GSK-3 alpha kinase; P49840; ADP-Glo luminescence, 60 min; inhibition, % at 10 µM; 320,000 tested, 0.1% active;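 in the data active means inhibition above about 50%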;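 further: GST-tagged GSK-3 alpha with peptide substrate and 25 µM ATP; 0% = DMSO neutral wells and 100% = GW8510 positive control wells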
# Target sequence (P49840 whole entry, looked up): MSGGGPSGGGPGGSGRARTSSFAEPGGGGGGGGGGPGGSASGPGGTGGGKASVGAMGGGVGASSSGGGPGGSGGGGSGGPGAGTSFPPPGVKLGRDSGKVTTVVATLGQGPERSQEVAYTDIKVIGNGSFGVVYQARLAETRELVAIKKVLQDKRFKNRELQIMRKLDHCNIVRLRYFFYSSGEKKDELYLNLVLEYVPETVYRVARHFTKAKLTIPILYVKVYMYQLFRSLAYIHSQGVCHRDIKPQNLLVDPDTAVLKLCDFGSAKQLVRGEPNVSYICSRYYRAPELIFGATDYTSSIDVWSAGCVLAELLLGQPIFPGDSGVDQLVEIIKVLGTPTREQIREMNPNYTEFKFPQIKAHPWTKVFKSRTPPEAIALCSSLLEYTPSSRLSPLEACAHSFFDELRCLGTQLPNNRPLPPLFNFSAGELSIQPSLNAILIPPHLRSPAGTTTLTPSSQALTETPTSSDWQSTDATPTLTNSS
# HSP90 refold inh: inhibitors of HSP90 luciferase refolding in rabbit reticulocyte lysate. luciferase refolding luminescence, 3 h. inhibition, % at 5.6 µM. 290,000 tested, 0.91% active;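 active means inhibition above the screen-wide mean plus 3 SD, computed separately per campaign, cut at about 16% in these data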;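 further: 0% = DMSO wells and 100% = 60 µM geldanamycin wells; inhibitors lower the luminescence because luciferase stays unfolded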
# HSF1 inh: HSF1 inhibition | 300,000 tested, 0.77% active | activity change, negative = inhibition, % at 7.5 µM (by protocol) | NIH3T3-HGL HSE-luciferase, MG132-induced, luminescence 8 h; active compounds read low | AID 2098;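 active means more than half of replicate wells show activity change below -50%, luminescence cut by over half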;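 further: luciferase reports HSF-1 transcriptional activity via heat shock element; 0% = median of DMSO wells and -100% = zero luminescence signal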
# Active calls of the source: *; · = not tested or not shown.
SMILES,IEC-6 tox,aSyn 5UTR inh,HSF-1 act,AI-2 QS modul,KLF5 inhibitor,HIF activator,GSK3beta inhib,GSK3A inh,HSP90 refold inh,HSF1 inh
CCC(Sc1nnnn1-c1ccccc1)C(=O)NC(C)c1ccccc1 (stereo unspecified),-5,9,11,-27,-15,0.0,0,-1,0,1
CCc1[nH]nc(C(=O)N2CCCC(C(=O)c3cccc(OC(C)C)c3)C2)c1C (stereo unspecified),-1,-20,15,5,-34,0.3,-1,-1,4,9
COCCN1C(=O)N[C@@H](c2ccc(Br)cc2)C(C(=O)OC)=C1C,6,25,11,26,-3,-0.6,0,-3,-2,5
Cc1ccc(S(=O)(=O)N2CCOCC2)cc1NC(=O)COc1cccc(Oc2ccccc2)c1,·,1,-18,13,·,-0.5,3,1,·,1
COC(=O)c1c(N2C(=O)[C@H]3[C@@H](C2=O)[C@]2(C(=O)Nc4c(C)cccc42)N2CCC[C@@H]32)sc(C)c1C,-1,38,-79,27,-2,-2.3,3,0,-4,-74*
COc1cc2c(cc1NC(=O)COC(=O)[C@@H](NC(=O)c1ccccc1F)C(C)C)oc1ccccc12,3,-85,11,2,-15,2.6,2,2,1,12
Cc1cc(C(=O)CSc2nc3ccccc3n2CCC#N)c(C)n1Cc1cccs1,-2,-124,-19,17,-29,1.2,-1,-3,6,-21
O=C(NC(=S)Nc1cccc2ncccc12)c1cccs1,5,-25,11,12,-10,0.3,-3,0,1,1
CCOc1ccc(S(=O)(=O)n2cnc3cc(C)c(C)cc32)cc1,8,0,-2,-9,-26,1.1,3,-1,2,-11
CC(=O)c1c(C)[nH]c(C(=O)OCC(=O)Nc2cc(C(F)(F)F)ccc2N2CCOCC2)c1C,9,30,-3,1,8,0.4,0,-2,4,-3
CC(=O)Nc1ccc(S(=O)(=O)NNC(=O)COc2cccc(C)c2)cc1,-9,25,-4,14,-20,0.0,1,1,2,-1
CCN(C(=O)c1cccnc1)c1ccccc1,-5,-11,2,12,-26,-0.8,0,-1,4,-2
Cc1nc2ccccc2nc(C)c1=NOCc1cccc(F)c1,6,43,-9,-4,2,0.3,2,0,-2,2
O=c1c2nccnc2[nH]c(=S)n1Cc1ccccc1,6,7,-3,-19,-16,-0.3,1,9,0,-3
COc1ccc(CCNc2oc(-c3ccc(OC)c(OC)c3)nc2C#N)cc1,6,3,-1,24,2,0.0,1,3,5,11
CCOC(=O)C1CCN(C(=O)Nc2ccc3c(c2)nc(C)n3C)CC1,-5,-11,-32,16,-64,·,-2,-3,4,-28
O=C(Nc1ccccc1)N1N=CCC1c1ccccc1 (stereo unspecified),-13,0,3,21,-20,-0.2,4,·,1,-4
Cc1ccc(C2SCCN2C(=O)c2ccc([N+](=O)[O-])cc2)cc1 (stereo unspecified),-5,26,-3,-10,0,-0.4,-1,-2,4,-10
CCOC(=O)C(Oc1ccc2c(-c3ccccc3)cc(=O)oc2c1C)c1ccccc1 (stereo unspecified),-2,21,-41,0,6,0.6,1,-6,3,-29
CC1(C)CC(=O)C=C(c2ccc3[nH]ccc3c2)C1,·,-65,12,1,·,1.5,-2,-2,·,26
O=C(O)c1csc(-n2nc(-c3ccccc3)cc2C(F)(F)F)n1,-8,6,-11,3,-7,0.0,0,-1,-3,-11
COc1cc(NS(=O)(=O)c2ccc(N/C=C(\C#N)c3nc4cc(Cl)ccc4o3)cc2)nc(OC)n1,4,31,20,20,-4,1.4,-3,-1,5,11
CS(=O)(=O)N1N=C(c2cccs2)CC1c1ccccc1O (stereo unspecified),-5,-6,7,24,1,-0.4,0,-2,-1,0
COC(=O)C1SCC2C(=O)N(Cc3ccc(Cl)c(Cl)c3)CC(=O)N21 (stereo unspecified),0,10,2,15,-3,-0.2,3,7,6,2
CCSc1nc2ccc(C)cc2cc1C#N,4,13,-1,18,-8,1.0,1,0,0,6
O=C(Cn1cc([N+](=O)[O-])cn1)Nc1nc2ccccc2s1,1,-15,5,-13,-44,0.0,-3,1,1,0
COc1ccc(CCC(C)NCc2ccc(Cl)c(Cl)c2)cc1 (stereo unspecified),-5,-4,11,26,-14,2.4,5,2,-1,8
O=C1[C@@H]2C(c3cccnc3)=NO[C@@H]2C(=O)N1c1ccc(Br)cc1,-5,1,13,17,-10,-0.2,2,1,2,-6
CC(=O)N(CC(=O)Nc1nn(-c2ccccc2)nc1C(N)=O)Cc1ccccc1,4,24,-16,17,-13,-1.1,0,1,-5,-3
O=[N+]([O-])c1ccc(N/N=C/c2cccc(O)c2)cc1,2,-171,31,-86*,-100,-2.2,-23,1,-3,5
CC1CCN(CC(=O)Nc2ccc(S(=O)(=O)N3CCCCC3)cc2)CC1,1,11,4,-23,-40,-17,-2,-1,3,-4
CCOc1cc(/C=N/NC(=O)CNc2cccc(C)c2)ccc1OC(=O)c1ccccc1,-9,5,-5,17,-5,-1.6,2,-2,0,-1
COc1ccccc1N1CCN(C2CC(=O)N(c3ccc(Cl)cc3)C2=O)CC1 (stereo unspecified),-2,12,-2,17,-2,-2.5,1,-3,-3,2
COc1ccc([N+](=O)[O-])cc1NC(=O)c1cccs1,5,-1,5,8,-28,-0.1,-2,-1,6,-3
O=C(c1c[nH]c2ccc(S(=O)(=O)N3CCOCC3)cc2c1=O)N1CCCC1,-1,3,-8,31,17,-0.2,-2,-3,-1,2
CC1CC(C)CN(CCCNC(=O)Cn2ncc3c(=O)oc4ccccc4c32)C1 (stereo unspecified),0,19,-14,14,-42,-0.1,4,-2,-2,1
CCCCN1C=CC(=C2N=c3cccc([N+](=O)[O-])c3=N2)C=C1,5,-49,-13,33,-51,-17,1,2,6,-12
CCSc1nnc(CNc2ccc(C)cc2)n1C,1,-19,-7,19,-7,0.8,-3,-1,3,-2
CCC1(C)Cc2c(sc3[nH]c(=O)[nH]c(=O)c23)CS1 (stereo unspecified),2,-2,-1,47,-42,-0.4,-1,14,6,-1
O=C(C1=C(Nc2ccccc2)c2ccccc2S(=O)(=O)N1)c1ccccc1,5,-25,18,-3,-10,0.2,2,-1,6,1
Cc1ccc(C2=NC3(CCCC3)NC2=S)cc1,-4,-45,25,-4,-28,1.1,3,0,0,4
COC1CCCN(C(=O)c2ccc3nc(Cc4cccc(Cl)c4)oc3c2)C1 (stereo unspecified),-4,-8,15,7,-35,0.1,2,0,-5,17
O=C(N/N=C\c1ccc(-c2ccccc2[N+](=O)[O-])o1)C1COc2cc3ccccc3cc2O1 (stereo unspecified),7,2,1,19,-22,-0.3,0,-2,22*,-5
NNC(=O)c1ccc(Cn2cccn2)o1,1,4,12,5,14,-0.4,2,-1,2,-8
C/C(O)=c1/c(=O)nc2cccc3c2=c1c1ccccc1c3=O,6,35,-23,8,0,-0.6,-3,6,0,3
COCCNC(=O)CSc1nc(N)c(NC(=O)c2ccccc2F)c(=O)[nH]1,-2,-3,0,14,9,-0.3,-4,5,6,1
O=C(CCn1c(=S)oc2ccccc21)NC1CCCCCCC1,0,-3,21,2,-11,0.1,2,-2,3,6
O=C(CN(Cc1ccc(Br)cc1)S(=O)(=O)c1ccccc1)NCc1ccccn1,-6,8,-7,37,-19,-0.4,-2,-1,-4,1
Cc1cccc(NC(=S)N(CCc2nc3cc(C)c(C)cc3[nH]2)Cc2cccnc2)c1,2,-7,9,-5,-28,-0.1,0,4,2,-8
O=C(O)CC1(CC(=O)NCc2cccc(Cl)c2)CCCCC1,-1,0,-6,16,-13,-6.9,-5,-1,-3,-1
# Next part:
SMILES,IEC-6 tox,aSyn 5UTR inh,HSF-1 act,AI-2 QS modul,KLF5 inhibitor,HIF activator,GSK3beta inhib,GSK3A inh,HSP90 refold inh,HSF1 inh
O=[N+]([O-])c1cccc(/C=N/Nc2nc(NCc3ccccc3)nc(N3CCOCC3)n2)c1O,1,60,-39,45,-1,19*,0,-1,2,-27
Cc1cc(C)cc(NC(=O)C(=O)NCCCN2CCCC2=O)c1,·,-106,24,27,·,1.5,3,0,·,21
CCOC(=O)c1ccc2c(c1)nc(COc1ccc(OC)cc1)n2CC,2,-22,7,21,-41,-0.1,-2,·,4,-6
Cc1ccccc1NC(=O)COC(=O)CCc1nc2ccccc2c(=O)[nH]1,-3,-7,-1,25,6,-0.5,-2,-3,0,4
c1csc(C(c2nnnn2C2CCCC2)N2CCCC3(CCCCC3)C2)c1 (stereo unspecified),-2,26,17,1,-20,-0.6,-1,1,1,7
COc1cccc(CCC(=O)N2CCC(n3nccc3NC(=O)CC(C)C)CC2)c1,4,-14,12,2,-35,0.9,4,-1,-3,3
O=[N+]([O-])c1ccc(S(=O)(=O)N(CCCN2CCOCC2)Cc2cccs2)cc1,0,15,40,13,-6,0.6,-3,-1,6,6
CCCCn1c(-c2ccc(Br)cc2F)nc2c1c(=O)[nH]c(=O)n2CC(C)C,5,34,27,25,-5,1.4,-3,11,5,8
Cc1cc(C)cc(-n2ccnc2SCC(=O)O)c1,-2,20,-4,14,-9,-1.1,1,-2,3,-6
CCOC(=O)c1c(NC(=O)C2C3C=CC(C3)C2C(=O)O)sc2c1CCC(C)C2 (stereo unspecified),-3,32,-10,7,-3,0.1,1,-4,1,-11
CCOc1ccc(N=Nc2c(N)[nH][nH]c2=O)cc1,8,-55,-83,23,-74,1.3,-7,15,4,-78*
CN(C)CCCNC(=O)c1cc2c3ccccc3n(C)c2s1,5,-10,-12,9,14,-0.1,0,10,1,-1
Cn1c(CNC(=O)CNC(=O)Cc2ccc(Cl)cc2)cc(=O)n(C)c1=O,2,-26,-9,18,-12,-0.4,-2,-1,-3,-2
O=C(Cc1ccccc1)N/N=C/c1cc(Br)cc(Br)c1O,15,27,8,18,-14,-11,3,1,16*,-2
Cc1nn(-c2cccc(Cl)c2)c(Cl)c1/C=N/NC(=O)c1cccnc1,0,-18,·,7,-15,4.2,-1,0,1,·
CC(C)CN1CCC(=O)N([C@H](CO)Cc2ccccc2)CC1,6,7,-4,17,-8,-2.5,3,-2,2,-3
CC(=O)c1ccc(OCC(=O)NC(=O)NC2CCCCC2)cc1,5,14,-10,33,6,-0.4,-2,-2,-3,1
O=C(CSc1nnc(NC(=O)C2CC2)s1)Nc1ccc(F)cc1,0,4,29,16,-19,-0.2,-1,0,2,13
Cc1cc(C)c2sc(N(CCN(C)C)C(=O)c3cc(Cl)sc3Cl)nc2c1,-1,-9,3,20,-10,0.1,-1,·,0,-1

# Reprinted from the listing (four entries):
SMILES,IEC-6 tox,aSyn 5UTR inh,HSF-1 act,AI-2 QS modul,KLF5 inhibitor,HIF activator,GSK3beta inhib,GSK3A inh,HSP90 refold inh,HSF1 inh
CCOc1ccc(N=Nc2c(N)[nH][nH]c2=O)cc1,8,-55,-83,23,-74,1.3,-7,15,4,-78*
CN(C)CCCNC(=O)c1cc2c3ccccc3n(C)c2s1,5,-10,-12,9,14,-0.1,0,10,1,-1
Cn1c(CNC(=O)CNC(=O)Cc2ccc(Cl)cc2)cc(=O)n(C)c1=O,2,-26,-9,18,-12,-0.4,-2,-1,-3,-2
O=C(Cc1ccccc1)N/N=C/c1cc(Br)cc(Br)c1O,15,27,8,18,-14,-11,3,1,16*,-2
